TNAP inh hiacc: inhibitors of human TNAP at high phosphate acceptor concentration | 200,000 compounds, 0.03% hits | P05186 | inhibition, % at 20 µM | purified TNAP, CDP-star luminescence, 1 M DEA | AID 1135;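 active means over 50% inhibition of tissue-nonspecific alkaline phosphatase at 20 µM in the single-dose screen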;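 further: plate controls were DMSO wells for no effect and EDTA-quenched wells as full inhibition for full effect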
Target sequence (P05186 whole entry, looked up): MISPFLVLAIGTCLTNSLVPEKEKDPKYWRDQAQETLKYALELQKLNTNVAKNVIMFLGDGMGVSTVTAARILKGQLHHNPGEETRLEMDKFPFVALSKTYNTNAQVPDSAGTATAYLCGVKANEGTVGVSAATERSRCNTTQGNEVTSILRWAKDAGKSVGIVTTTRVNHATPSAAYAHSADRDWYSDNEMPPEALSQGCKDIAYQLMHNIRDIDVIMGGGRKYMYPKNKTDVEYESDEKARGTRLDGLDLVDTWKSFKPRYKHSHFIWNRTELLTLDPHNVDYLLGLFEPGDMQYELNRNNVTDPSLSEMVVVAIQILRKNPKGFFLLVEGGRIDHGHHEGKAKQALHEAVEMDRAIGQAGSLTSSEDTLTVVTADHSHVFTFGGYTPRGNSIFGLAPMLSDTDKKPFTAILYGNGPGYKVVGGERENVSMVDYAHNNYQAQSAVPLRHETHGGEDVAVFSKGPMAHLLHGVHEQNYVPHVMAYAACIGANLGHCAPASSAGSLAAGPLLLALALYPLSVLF
RAM network inh: blocks the yeast RAM network. S. cerevisiae dse1pr::URA3 reporter, 5-FOA growth OD615, 2 d; analog-sensitive cbk1-as2 kinase mutant strain. inhibition, % at 50 µM. 190,000 compounds, 1.8% hits. AID 868;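 active means inhibition above a set limit, 3 SD over mean compound inhibition, cut at about 8.4% in these data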;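 further: 0% = DMSO-only wells with no growth and 100% = 10 µM 1-NA-PP1 full growth; inhibition rescues growth on 5-FOA so higher OD means more RAM inhibition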
TNAP inh no acc: TNAP (human) inhibition, acceptor-free conditions; P05186; inhibition, % at 20 µM; purified TNAP, CDP-star luminescence, 30 min; 200,000 compounds, 0.26% hits;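 active means tissue-nonspecific alkaline phosphatase inhibition above about 50% at 20 µM in the single-dose screen, limit read from the data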;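 further: 0% = DMSO negative control and 100% = EDTA positive control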
TNAP act hi DEA: TNAP (human) activation, high acceptor. purified TNAP, CDP-star luminescence, 1 M DEA, 30 min; hits give high values; 0 = EDTA background, 1 = DMSO-only activity. 200,000 tested, under 10 active. P05186. AID 1136. activation factor at 20 µM;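 active means activation factor at least 2 at 20 µM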
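Measured by: Luminescent substrate turnover signal | Test system: Human TNAP | Input: TNAP 1/800 final | Dosing: 20 µM single point | Schedule: 30 min, room temperature | Controls: EDTA wells as negative control, DMSO wells as positive control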
FLuc stim CS: firefly luciferase counter-screen for stimulation assays; activation factor at 10 µM; ATPlite luciferase biochemical, luminescence, 10 min; 0 = ATP-free wells, 1 = DMSO control; AID 1027; P08659; 200,000 tested, under 10 active;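 active means luciferase activation factor, scaled between plate controls, of at least 2 with compound at 10 µM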
Target sequence (P08659 whole entry, looked up): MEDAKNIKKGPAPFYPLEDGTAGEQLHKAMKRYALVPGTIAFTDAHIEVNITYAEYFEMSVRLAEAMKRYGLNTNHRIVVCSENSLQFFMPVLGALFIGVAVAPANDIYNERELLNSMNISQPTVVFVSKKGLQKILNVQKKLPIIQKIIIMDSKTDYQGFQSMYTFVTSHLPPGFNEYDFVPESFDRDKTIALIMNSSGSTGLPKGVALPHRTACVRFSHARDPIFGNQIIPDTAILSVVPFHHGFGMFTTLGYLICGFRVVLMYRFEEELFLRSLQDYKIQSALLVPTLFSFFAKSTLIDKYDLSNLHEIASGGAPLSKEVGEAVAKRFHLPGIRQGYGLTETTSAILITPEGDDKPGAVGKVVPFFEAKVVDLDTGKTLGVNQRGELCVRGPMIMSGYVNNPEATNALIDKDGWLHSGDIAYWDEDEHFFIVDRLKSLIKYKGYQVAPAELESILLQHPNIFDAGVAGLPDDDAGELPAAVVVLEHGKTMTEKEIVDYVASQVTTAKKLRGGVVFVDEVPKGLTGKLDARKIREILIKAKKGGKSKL
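Material: Luciferase/luciferin reagent mix; Doses: test compounds dosed from 2 mM stocks in 100% DMSO; Schedule: 10 min incubation after luciferase reagent addition, room temperature; Measured by: luminescence from luciferase reaction; Read-out: luminescence gain marking luciferase activators.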
bIAP inhibitor: intestinal alkaline phosphatase (bovine) inhibition. purified bovine IAP, CDP-star luminescence, 30 min. inhibition, % at 20 µM. 190,000 tested, under 10 active;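 active means over 50% inhibition of intestinal alkaline phosphatase at 20 µM in the single-dose screen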
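System: purified bovine intestinal alkaline phosphatase (IAP) enzyme; Input: IAP diluted 1/65,000,000 in the well; Measured by: CDP-star luminescence signal; Compound dosing: 20 µM single dose; Incubation: 30 min reaction at room temperature.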
FLuc inhib CS: Photinus pyralis luciferase inhibition counter-screen; P08659; 200,000 compounds, 1.5% hits; ATPLite firefly luciferase biochemical luminescence, 10 min; inhibition, % at 10 µM;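 active means inhibition above about 50% when tested at 10 µM, limit read from the data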
L major viab: inhibitors of Leishmania major promastigote growth | Leishmania major promastigotes, resazurin fluorescence viability | inhibition, % at 10 µM | 200,000 compounds, 9% hits | AID 1063; in the data active means inhibition above about 50%;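 further: promastigotes grown with compound for 44 hours at 28 °C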
APP transl inh: APP translation inhibition; SH-SY5Y APP 5'UTR-luciferase reporter, luminescence; inhibition, % at 2 µM; 190,000 compounds, 0.82% hits;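 active means inhibition above a set limit, derived from the sample mean plus 3 SD, cut at about 45% in these data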; further: values of inactives mirror those of a sister screen read the other way
bIAP act: intestinal alkaline phosphatase (bovine) activation. purified bovine IAP, CDP-star luminescence, 30 min; hits give high values; fold of DMSO-control signal, blank-subtracted. activation factor at 20 µM. 200,000 compounds, 0.17% hits;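 active means activation factor of 2 or more at 20 µM, a signal rise over negative controls twice the positive control's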
* = called active by the depositor; . = no result given.

(1) Nc1nnn(Cc2ccccc2)n1
(2) CCOC(=O)CC(NC(=O)c1ccc(C)cc1)c1ccc(C)cc1 (stereo not given)
(3) CC1CC(C)CN(C(=O)c2ccc(C#N)cc2)C1 (stereo not given)
(4) COCCCN1C(=O)c2[nH]nc(-c3ccccc3O)c2C1c1cccc(Cl)c1 (stereo not given)
(5) Cc1ccc(NC(=O)Cc2ccc(F)cc2)cc1
(6) COC(=O)CSc1nc2ccccc2n1CC(=O)N(C(C)C)C(C)C
(7) COc1cc(C2C(C#N)=C(C)NC3=C2C(=O)CC(C)(C)C3)ccc1O (stereo not given)
(8) COc1ccc(CNC(=O)C2CC=CCC2C(=O)O)cc1OC (stereo not given)
(9) COC(=O)CSc1nc2ccccc2nc1SCC(=O)OC
(10) Cc1ccc(/C=N/n2c(C)nnc2C)s1
Compound | 1 | 2 | 3 | 4 | 5 | 6 | 7 | 8 | 9 | 10
TNAP inh hiacc | 5 | -2 | -2 | 0 | -4 | -8 | -2 | -5 | 2 | 0
RAM network inh | 3.7 | -0.6 | 0.2 | 5.0 | 2.7 | 1.6 | 0.6 | 2.0 | 5.3 | 0.5
TNAP inh no acc | 1 | -9 | -9 | -99 | -11 | -7 | -12 | -13 | -7 | -8
TNAP act hi DEA | 1 | 1 | 1 | 1 | 1 | 1.1 | 1 | 1 | 1 | 1
FLuc stim CS | 1.1 | 1 | 1 | 1 | 1 | 1.1 | 1 | 1 | 1 | 1
bIAP inhibitor | -4 | 2 | -30 | -6 | 8 | 5 | 3 | 11 | 5 | 4
FLuc inhib CS | -7 | -5 | 2 | 0 | 1 | -9 | 1 | -3 | -2 | 0
L major viab | -7 | 42 | -6 | 36 | 12 | -7 | -2 | -1 | 9 | -7
APP transl inh | 2 | 0 | -31 | 6 | -29 | 5 | 3 | 16 | -2 | -6
bIAP act | 1 | 1 | 1.3 | 1.1 | 0.9 | 0.9 | 1 | 0.9 | 0.9 | 1

(11) Cc1nc2ccccc2c2c1C(=O)N(c1cccc(C(=O)O)c1)C2=O
(12) O=C(Cn1cnc([N+](=O)[O-])n1)N/N=C/c1ccc(O)cc1O
(13) CN1CCN(CC#CC2(O)CCCCC2)CC1
(14) Cc1oc2cc(O)ccc2c(=O)c1Oc1ccccc1Br
(15) O=C(c1ccc(S(=O)(=O)N2CCC(c3nc4ccccc4s3)CC2)cc1)N1CCOCC1
(16) Cc1ccc(CS(=O)(=O)c2ncn[nH]2)cc1
(17) Nc1cccn2c(-c3ccc(Cl)cc3)cnc12
(18) CCNC(=S)NNC(=O)c1ccc2ncccc2c1
(19) O=C1NC(=Nc2ccccc2)/C(=C/c2ccco2)S1
(20) CCn1cc(C(=O)OCC(=O)NCc2ccc3c(c2)OCO3)c(=O)c2ccc(C)nc21
Compound | 11 | 12 | 13 | 14 | 15 | 16 | 17 | 18 | 19 | 20
TNAP inh hiacc | -5 | 2 | -2 | -5 | -2 | -6 | -2 | -2 | 4 | -2
RAM network inh | 3.3 | 0.1 | 0.1 | 2.6 | . | -0.8 | 0.2 | 2.4 | 3.9 | 6.0
TNAP inh no acc | -8 | -122 | -3 | -11 | -4 | -8 | -11 | -132 | -4 | 0
TNAP act hi DEA | 1 | 1 | 1 | 1.1 | 1 | 1.1 | 1 | 1 | 1 | 1
FLuc stim CS | 1 | 1 | 1 | 1.1 | 1.1 | 1.1 | 0.7 | 1.1 | 1 | 1.1
bIAP inhibitor | -6 | -28 | 2 | 11 | -3 | -2 | -13 | -66 | 10 | 8
FLuc inhib CS | -3 | 0 | 0 | -9 | -7 | -8 | 30 | -8 | -3 | -7
L major viab | 4 | -2 | 1 | 1 | . | -5 | 73* | -8 | 4 | -3
APP transl inh | -17 | 5 | 16 | -13 | . | 7 | -138 | -1 | 2 | -5
bIAP act | 1.1 | 1.3 | 1 | 0.9 | 1 | 1 | 1.1 | 1.7 | 0.9 | 0.9

(21) CC(C)(C)OC(=O)NCCc1nnc(SCc2ccccc2Cl)o1
(22) COc1cc(C2C(C(=O)c3cccs3)=C(O)C(=O)N2c2cc(C)on2)ccc1O (stereo not given)
(23) CC(C)OC(=O)CN1CCN(C2c3ccccc3-c3ccccc32)CC1
(24) Cc1ccccc1OCc1nc(-c2ccc(-n3cccc3)cc2)no1
(25) CS(=O)(=O)c1ccc(C(=O)NC2CCOC2=O)cc1 (stereo not given)
(26) Cc1ccc(NC(=O)CC2SC3=NCCN3C2=O)cc1 (stereo not given)
(27) O=C1CCCC2=C1C(c1ccc(Cl)cc1)n1c(s/c(=C\c3ccc4ccncc4c3)c1=O)=N2 (stereo not given)
(28) CCCn1nc2cc(C(=O)NCc3ccc(C)cc3)ccc2c1OCC
(29) O=C(C1CC1)N1CCC(c2nc(-c3ccc(S(=O)(=O)N4CCCC4)cc3)no2)CC1
(30) COc1ccc(C=O)c(OC)c1
Compound | 21 | 22 | 23 | 24 | 25 | 26 | 27 | 28 | 29 | 30
TNAP inh hiacc | -6 | -6 | -1 | -8 | -2 | -4 | 9 | -8 | -4 | -7
RAM network inh | 0.0 | 2.6 | -0.1 | 3.4 | 6.5 | 0.8 | 1.5 | 1.9 | 0.8 | 1.1
TNAP inh no acc | -10 | -2 | 3 | 6 | 4 | -10 | -11 | -12 | -11 | -13
TNAP act hi DEA | 1.1 | 1.1 | 1 | 1.1 | 1 | 1 | 0.9 | 1.1 | 1 | 1.1
FLuc stim CS | 1 | 1 | 1 | 1.1 | 1.1 | 1.1 | 1 | 1 | 1.1 | 1
bIAP inhibitor | 14 | 21 | 3 | 28 | 7 | 8 | 0 | -3 | 4 | 2
FLuc inhib CS | -4 | -5 | -3 | -7 | -6 | -6 | -3 | 1 | -5 | -4
L major viab | 5 | 4 | 5 | -8 | -7 | -3 | 98* | -4 | 53* | -5
APP transl inh | 0 | 2 | 11 | 8 | 6 | 3 | 4 | -18 | -4 | -13
bIAP act | 0.9 | 0.8 | 1 | 0.7 | 0.9 | 0.9 | 1 | 1 | 1 | 1

(31) CCOC(=O)N1CCC(N2Cc3cccc(C(=O)NC(C)c4ccc5c(c4)OCCO5)c3C2=O)CC1 (stereo not given)
(32) O=C(O)c1ccc(Cl)c(S(=O)(=O)NCc2cccnc2)c1
(33) CN(C)c1ccc(NC(=O)CSc2n[nH]c(-c3ccco3)n2)cc1
(34) O=C(OCc1cnc(Cl)s1)c1cccc(Cl)c1
(35) CC(/C=C/c1ccco1)=N\NC(=O)COc1ccc(C)c(C)c1
(36) O=C(CN1C(=O)NC2(CCCCCCC2)C1=O)N1CCc2ccccc2C1
(37) Cc1ccc(/C(N)=N/OC(=O)c2ccc(Cl)cc2Cl)cc1
(38) Fc1ccc(C2NCCn3cccc32)cc1 (stereo not given)
(39) CCN(CC)S(=O)(=O)c1cc(NS(=O)(=O)c2ccccc2)ccc1C
(40) COc1ccc(NC(=O)NC23CC4(C)CC(C)(CC(C)(C4)C2)C3)cc1OC
Compound | 31 | 32 | 33 | 34 | 35 | 36 | 37 | 38 | 39 | 40
TNAP inh hiacc | -5 | -4 | 0 | -3 | -8 | -2 | -1 | -8 | -1 | -4
RAM network inh | 1.0 | 0.8 | 0.8 | -1.2 | 2.1 | 0.9 | 1.9 | 0.3 | 0.9 | 0.8
TNAP inh no acc | -12 | -5 | 5 | -16 | -12 | -1 | -6 | -4 | 10 | -21
TNAP act hi DEA | 1 | 1 | 1 | 1 | 1.1 | 1 | 1 | 1.1 | 1 | 1
FLuc stim CS | 1.1 | 1.1 | 1 | 1.1 | 0.9 | 1 | 0.3 | 1.1 | 1.1 | 1
bIAP inhibitor | -12 | -6 | 4 | -8 | -1 | 2 | -6 | -4 | 22 | 8
FLuc inhib CS | -6 | -9 | -1 | -5 | 5 | -4 | 75* | -7 | -7 | -4
L major viab | 41 | -3 | 47 | -2 | -1 | 68* | 85* | 6 | 52* | 45
APP transl inh | 5 | -31 | -26 | 5 | -16 | 14 | -154 | -8 | -3 | -7
bIAP act | 1.1 | 1.1 | 1 | 1.1 | 1 | 1 | 1.1 | 1 | 0.8 | 0.9

A draw from above in order of molecular weight, smallest number first.
(34) O=C(OCc1cnc(Cl)s1)c1cccc(Cl)c1
(37) Cc1ccc(/C(N)=N/OC(=O)c2ccc(Cl)cc2Cl)cc1
(36) O=C(CN1C(=O)NC2(CCCCCCC2)C1=O)N1CCc2ccccc2C1
(40) COc1ccc(NC(=O)NC23CC4(C)CC(C)(CC(C)(C4)C2)C3)cc1OC
(31) CCOC(=O)N1CCC(N2Cc3cccc(C(=O)NC(C)c4ccc5c(c4)OCCO5)c3C2=O)CC1 (stereo not given)
Compound | 34 | 37 | 36 | 40 | 31
TNAP inh hiacc | -3 | -1 | -2 | -4 | -5
RAM network inh | -1.2 | 1.9 | 0.9 | 0.8 | 1.0
TNAP inh no acc | -16 | -6 | -1 | -21 | -12
TNAP act hi DEA | 1 | 1 | 1 | 1 | 1
FLuc stim CS | 1.1 | 0.3 | 1 | 1 | 1.1
bIAP inhibitor | -8 | -6 | 2 | 8 | -12
FLuc inhib CS | -5 | 75* | -4 | -4 | -6
L major viab | -2 | 85* | 68* | 45 | 41
APP transl inh | 5 | -154 | 14 | -7 | 5
bIAP act | 1.1 | 1.1 | 1 | 0.9 | 1.1

Next results follow.
(41) O=C(Nc1ccccc1)/C(=C\c1ccncc1)NC(=O)c1ccccc1
(42) COc1cc(NS(=O)(=O)c2ccc(F)cc2)c(OC)cc1NC(=O)C1CC1
(43) CCOc1cccc2cc(-c3csc(NC(=O)CCC(=O)NCCCN4CCC(C)CC4)n3)c(=O)oc12
(44) CCOc1ccc(/C=N/n2cnnc2)cc1
(45) COc1ccc(Cl)cc1NC(=O)NC(C)C(C)(C)C (stereo not given)
(46) CC(=O)N1CCc2cc(S(=O)(=O)CCC(=O)NCc3ccco3)ccc21
(47) CCN=C1SC(CC(=O)Nc2ccc3c(c2)OCO3)C(=O)N1CC (stereo not given)
(48) O=C(N=c1nc2ccccn2s1)c1ccccc1
(49) Cn1c(=O)c(Sc2ccc(Cl)cc2)c(O)c2ccccc21
(50) O=C(Cn1cnc2cc(Cl)ccc2c1=O)Nc1ccc2c(c1)OCO2
(51) NC(=O)CCN1CCCCC1
(52) CCCCNc1cnn(-c2ccccc2)c(=O)c1Cl
Compound | 41 | 42 | 43 | 44 | 45 | 46 | 47 | 48 | 49 | 50 | 51 | 52
TNAP inh hiacc | 2 | -1 | -5 | 0 | 0 | -3 | 3 | -7 | -4 | 0 | -1 | -4
RAM network inh | 1.4 | 1.1 | 1.0 | 2.4 | 13* | 1.4 | 1.6 | . | 1.1 | 3.9 | 0.4 | -0.4
TNAP inh no acc | -3 | -6 | -12 | -4 | -2 | -1 | 1 | -3 | 0 | -9 | 2 | -1
TNAP act hi DEA | 1 | 1 | 1.1 | 1 | 1 | 1 | 1 | 1.1 | 1 | 1 | 1 | 1
FLuc stim CS | 1 | 1.1 | 0.9 | 1 | 1 | 1.1 | 1 | 0 | 1.1 | 1 | 1 | 1
bIAP inhibitor | 9 | 3 | -5 | 10 | 2 | 8 | -16 | 3 | 8 | -5 | -4 | 3
FLuc inhib CS | 2 | -5 | 8 | -5 | -3 | -8 | 1 | 95* | -6 | 2 | 2 | -1
L major viab | -3 | 6 | 62* | -6 | 16 | -9 | -8 | . | -2 | -3 | 15 | 49
APP transl inh | -22 | -7 | -176 | 6 | 0 | 11 | -7 | . | -14 | -4 | 3 | -38
bIAP act | 0.9 | 1 | 1 | 0.9 | 1 | 0.9 | 1.2 | 1 | 0.9 | 1 | 1 | 1
